RORgamma inh = qHTS for inhibitors of ROR gamma transcriptional activity; Potency, µM (series often up to 53.6 µM), without a hit: top-dose activity change, negative = inhibition, hits mostly inhibitors; AID 2551, 2010; 5.4% of 310,000 active; Drosophila S2 Gal4-RORgamma UAS-luciferase reporter, 20 h; Nuclear receptor ROR-gamma (Mus musculus), P51450; also: potency is read from the fitted curve at half-maximal effect; % is scaled to controls: 0 for no effect and ±100 for the full control effect; nearly all actives have a fitted effect of over 60% in size
Target sequence (P51450 whole entry, looked up, the tested form may be a part): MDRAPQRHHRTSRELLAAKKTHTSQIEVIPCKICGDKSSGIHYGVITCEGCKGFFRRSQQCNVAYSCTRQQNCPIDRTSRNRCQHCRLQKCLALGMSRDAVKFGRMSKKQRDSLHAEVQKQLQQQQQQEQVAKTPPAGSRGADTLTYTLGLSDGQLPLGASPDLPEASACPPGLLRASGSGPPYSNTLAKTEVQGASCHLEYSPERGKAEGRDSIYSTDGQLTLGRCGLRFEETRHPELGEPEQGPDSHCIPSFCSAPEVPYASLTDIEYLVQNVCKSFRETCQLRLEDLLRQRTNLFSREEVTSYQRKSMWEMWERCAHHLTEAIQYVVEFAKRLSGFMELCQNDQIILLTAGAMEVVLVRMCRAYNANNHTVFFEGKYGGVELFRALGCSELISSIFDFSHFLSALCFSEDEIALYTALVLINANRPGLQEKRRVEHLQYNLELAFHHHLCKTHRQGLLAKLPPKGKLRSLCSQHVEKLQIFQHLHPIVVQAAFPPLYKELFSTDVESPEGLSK
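Stable Schneider cell line, Gal4 DNA-binding domain fused to ROR gamma, UAS-luciferase. Cmpd 1 hr RT → CuSO4 700 uM final → 20 hr RT → luciferase reagent 10 min → luminescence.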
FLuc counter = qHTS profiling assay for firefly luciferase inhibitor/activator using purifed enzyme and Km concentrations of substrates (counterscreen for miR-21 project); Potency, µM (top dose mostly 57.5 µM), for inactives: at the highest dose activity change, negative = inhibition, actives largely listed as inhibitors; 6.9% of 360,000 active; AID 588342, 2011; purified FLuc, Km substrates, luminescence inhibition; Luciferin 4-monooxygenase (Photinus pyralis), P08659;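 also: potency is read from the fitted curve at half-maximal effect; plate controls were vehicle for no effect and reference inhibitor for full effect; nearly all actives have a fitted effect of over 55% in size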
Target sequence (P08659 whole entry, looked up): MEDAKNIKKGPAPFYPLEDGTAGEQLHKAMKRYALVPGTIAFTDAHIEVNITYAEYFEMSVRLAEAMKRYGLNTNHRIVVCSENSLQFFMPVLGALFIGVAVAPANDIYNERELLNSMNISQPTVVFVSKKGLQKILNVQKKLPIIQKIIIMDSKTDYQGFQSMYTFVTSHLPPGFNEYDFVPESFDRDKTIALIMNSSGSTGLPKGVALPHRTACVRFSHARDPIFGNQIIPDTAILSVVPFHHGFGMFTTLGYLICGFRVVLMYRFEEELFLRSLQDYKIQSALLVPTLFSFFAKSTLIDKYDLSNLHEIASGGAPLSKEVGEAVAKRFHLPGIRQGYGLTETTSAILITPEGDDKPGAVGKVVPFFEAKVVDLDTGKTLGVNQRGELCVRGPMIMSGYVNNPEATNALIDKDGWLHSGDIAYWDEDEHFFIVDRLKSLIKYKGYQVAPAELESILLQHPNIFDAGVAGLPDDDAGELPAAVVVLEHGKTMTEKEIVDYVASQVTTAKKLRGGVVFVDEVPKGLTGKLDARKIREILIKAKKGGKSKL
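Biochemical qHTS of compounds, final roughly 60 µM downward over six points, against 10 nM purified firefly luciferase using Km concentrations of substrates (10 uM D-luciferin, 10 uM ATP) in Tris acetate pH 7.5 buffer; luminescence output.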
NPC1 promoter act = qHTS Assay for NPC1 Promoter Activators; 2.4% of 320,000 active; AID 485313, 2010; Potency, µM (top dose mostly 9.22 µM), for inactives: top-dose activation, most hits filed as activators; Huh7 NPC1 promoter luciferase reporter, 24 h;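 also: potency is read from the fitted curve at half-maximal effect; % of control where 0% means no effect; nearly all actives have a fitted effect of over 60% in size; reporter is driven by a mutant NPC1 promoter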
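Huh7 cells stably carrying NPC1 promoter–luciferase, plated in Opti-MEM with 10% FBS for 2 h, were exposed to compound in DMSO for 24 h at 37 °C; luciferase reagent was added for 10 min and luminescence read.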
BRCA1 expr up = qHTS Assay to Identify Small Molecule Activators of BRCA1 Expression; MCF7-BRCA1-FFLuc reporter, luminescence, 48 h; response scale: scaled: vehicle 0%, 10 µM genistein 100%; Potency, µM (highest dose often 46.1 µM), without a hit: at the highest dose activation, most hits filed as activators; 1.1% of 380,000 active; AID 624202, 2012; also: potency is read from the fitted curve at half-maximal effect; nearly all actives have a fitted effect of over 80% in size; some results filed as inactive show a strong effect at the top dose
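MCF7-BRCA1-FFLuc, 2000 cells/well; 2 h attach, 37 °C/5% CO2; compound 48 h; luciferase substrate 15 min; luminescence end-point. Norm. to genistein 10 microM max activation and DMSO; concentration-response curves fitted.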
Rab9 promoter act = qHTS Assay for Rab9 Promoter Activators. Huh7 Rab9 promoter-luciferase reporter, luminescence, 24 h. Potency, µM (titrated, usually from 9.22 µM), for inactives: top-dose activation, negative = inhibition, hits mostly activators. 2.8% of 320,000 active. AID 485297, 2010; also: potency is read from the fitted curve at half-maximal effect; % of control where 0% means no effect; nearly all actives have a fitted effect of over 60% in size
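Luminescence from Amplite-detected luciferase (10 minutes, ambient) reports Rab9 promoter activation. Before that, stable Rab9-luciferase Huh7 cells (1500/well, reduced-serum OP-MEM I plus 10% FBS) were exposed to compound for 24 hours at 37C.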
ELG1 genotox = qHTS screen for small molecules that induce genotoxicity in human embryonic kidney (HEK293T) cells expressing luciferase-tagged ELG1; HEK293T ELG1-luciferase reporter, luminescence, 16 h; Potency, µM (titrated, usually from 46 µM), for the others: top-dose activity change, positive = activation, most hits filed as activators; 1.3% of 330,000 active; AID 504466, 2011; also: potency is read from the fitted curve at half-maximal effect; % of control where 0% means no effect; nearly all actives have a fitted effect of over 60% in size
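HEK293T cells expressing luciferase-tagged ELG1 were treated with compound or DMSO for 16 hr at 37°C. Luciferase activity was then read after 30 min with ONE-Glo at room temperature; rising signal flags genetic stress.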
PKM2 act = qHTS Assay for Activators of Human Muscle isoform 2 Pyruvate Kinase; Pyruvate kinase PKM (Homo sapiens), P14618; purified PKM2, Kinase-Glo ATP luminescence, activation; response scale: 0% is enzyme alone, no compound; Potency, µM (doses to about 57.5 µM), inactives show at the highest dose activation, most hits filed as activators; 0.34% of 260,000 active; AID 1631, 2009; also: potency is read from the fitted curve at half-maximal effect; % is scaled to controls: 0 for no effect and ±100 for the full control effect; nearly all actives have a fitted effect of over 55% in size
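Purified hPK-M2 (>95% pure) converted ADP (0.1 mM final) to ATP with 0.5 mM PEP in 50 mM imidazole pH7.2, KCl, MgCl2, Tween 20, BSA; 1 h at room temperature. ATP detected by Kinase-Glo luminescence.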
Menin MLL FP TR = qHTS Assay for Inhibitors Targeting the Menin-MLL Interaction in MLL Related Leukemias: Competition With Texas Red Labeled MLL-derived Mutant Peptide; O00255; Menin + Texas Red MLL mutant peptide, fluorescence polarization; Potency, µM (series often up to 61.6 µM), inactives show at the highest dose FP activity change, negative = inhibition, most hits filed as inhibitors; 0.23% of 270,000 active; active = well fitted inhibition curve with a large enough effect in the polarisation, with a control signal flat, not every such curve was filed as active; inconclusive = small, poorly fitted or top-dose-only effect, or effect the other way, or a change in a side signal; inactive = no such curve, though single readings can be large or run the other way; the % refers to the polarisation; also: potency is read from the fitted curve at half-maximal effect; % of control where 0% means no effect; many of its hits are not listed in these tables
p53 reactivator = qHTS assay for re-activators of p53 using a Luc reporter; H1299 p53-A138V BP100-luciferase reporter, luminescence, 24 h; Potency, µM (titrated, usually from 92.2 µM), without a hit: at the top dose activity change, positive = activation, hits mostly activators; 0.063% of 320,000 active; AID 504706, 2011; also: potency is read from the fitted curve at half-maximal effect; % of control where 0% means no effect; nearly all actives have a fitted effect of over 45% in size
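p53-null H1299 cells stably carrying temperature-sensitive p53-A138V and a BP100-luciferase reporter were pinned with compounds (4-point, 1:5 series) and held 24 hrs at 37 deg C. Luminescence was read 10 min after detection reagent.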
VP16 counter = VP16 counterscreen qHTS for inhibitors of ROR gamma transcriptional activity; 3.5% of 310,000 active; Drosophila S2 Gal4-VP16 UAS-luciferase, luminescence, 20 h; Potency, µM (top dose mostly 53.6 µM), without a hit: at the top dose activity, negative = inhibition, most hits filed as inhibitors;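 also: Gal4-VP16 expression switched on by copper sulfate through the metallothionein promoter; potency is read from the fitted curve at half-maximal effect; % is scaled to controls: 0 for no effect and ±100 for the full control effect; nearly all actives have a fitted effect of over 50% in size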
Giardia kill = Small Molecules that selectively kill Giardia lamblia: qHTS; Giardia lamblia trophozoite viability; activity change, % at 7.66 µM, hits read low; 0.15% of 340,000 active; AID 540267, 2011; in the data active = activity change below about -80%; inconclusive = between about -30% and that limit;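 also: parasites exposed to compound for two days anaerobically before the ATP read; % is scaled to controls: 0 for no effect and ±100 for the full control effect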
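Media and compound were dispensed first, then trophozoites at 100 cells/well; plates sat 48 hrs at 37 deg C without oxygen before ATP luminescence reagent was added and read after 15-30 min at room temperature.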
Numbers without * were called inactive; ? = inconclusive; . = no result given; [ ] = dose if it differs, or a comment. Unless noted, calls follow the shape of the dose curve; as a rule, active = well fitted curve in the direction sought with a large enough effect; inconclusive = small, poorly fitted or top-dose-only effect, or another doubt; inactive = no such curve, though single readings can be large; an effect the other way counts as inactive or inconclusive. Not all compounds are listed; rates above refer to the full screens.

SMILES | RORgamma inh | FLuc counter | NPC1 promoter act | BRCA1 expr up | Rab9 promoter act | ELG1 genotox | PKM2 act | Menin MLL FP TR | p53 reactivator | VP16 counter | Giardia kill
Cc1cc(C)cc(N(C(=O)c2ccccn2)C(C(=O)NC2CCCCC2)c2cccs2)c1 (stereo not drawn) | -23% | 5% | 2% | -33% | 4% | -2% | -7% | -20% | 3% | 1% | 18
CCc1nnc(NC(=O)c2cc([N+](=O)[O-])ccc2N2CCOCC2)s1 | . | 6% | 0% | 6% | -3% | 4% | . | . | -2% | . | -1
CC1CC1C(=O)OCC(=O)Nc1ccccc1Oc1ccccc1 (stereo not drawn) | 1% | -4% | -2% | 10% | -1% | 1% | . | -1% | 4% | -22% | -10
COc1ccc(OC)c(NC(=O)CSc2nnc(CNC(=O)c3cccs3)o2)c1 | -22% | 2% | -1% | 6% | 2% | 7% | . | . | 5% | 1% | -10
CCN(CC)S(=O)(=O)c1ccc(OC)c(NC(=S)Nc2cccc(C)c2)c1 | ? | 4% | 0% | . | -2% | 2% | 1% | 4% | -5% | ? | .
O=c1c2[nH]c3ccccc3c2ncn1CCN1CCOCC1 | 0% | 5% | -2% | -12% | 11% | 3% | 4% | 18%[11.7 µM] | -3% | 6% | -2
Cc1ccc(NC(=O)COc2ccc(C(=O)c3ccccc3)cc2)c(O)c1 | ? | -5% | 0% | -15% | 7% | -2% | -7% | 28% | -2% | ? | 3
Cc1nc2ccc(NC(=O)c3ccco3)cc2nc1C | 25% | ? | 19% | -2% | ? | 17% | -7% | -15% | 7% | ? | -10
COc1cc(NC(=O)c2ccccc2)c(OC)cc1NC(=O)Cc1ccc(C)cc1 | ? | -1% | -3% | -10% | -5% | 16% | 0% | 11% | . | ? | -11
N#CC1=C(N)Oc2c(O)cc3ccccc3c2C1c1ccsc1 (stereo not drawn) | ? | 1% | -9% | -49% | 0% | 4% | -20% | ? | 1% | ? | -2
COc1ccc2c(c1)NC(C)(C)C=C2C | -17% | -6% | 0% | -11% | 0% | -2% | . | ? | -3% | -2% | -10
COc1cccc(C(=O)NC2CC3CCCC(C2)N3CC(=O)Nc2ccccc2)c1 (stereo not drawn) | 37% | -2% | -1% | -50% | -32%[inhibitor] | -11% | 18% | ? | -4% | -3% | 8
CC(C)CNC(=S)N1CCN(c2nc3ccccc3s2)CC1 | 15% | 0% | -4% | -5% | -19% | -10% | -5% | -4% | -1% | -25% | -10
CCCN=C(N)/C(C(=O)OCC)=C(\O)c1ccc(OC)cc1 | 25% | -7% | -2% | 11% | 0% | 1% | -2% | -18% | 2% | 1% | 10
O=C(CSc1nnc2ccccn12)NCc1cccs1 | 2% | -3% | 5% | 16% | 9% | 8% | -4% | -4% | ? | -14% | 6
CCCc1cc(C(=O)NNC(=S)NC2CCCCC2)cs1 | 3.5µM* | -12% | 23% | 26% | ? | -5% | -3% | . | 14% | ? | -8
CS(=O)(=O)N(CC(O)CON=C1c2ccccc2-c2ccccc21)c1ccc(F)cc1 (stereo not drawn) | ? | 0% | . | -29% | . | . | 2% | 12% | . | -14% | 7
COc1ccc(OC)c(C2=NOC(C(=O)NCc3ccccn3)C2)c1 (stereo not drawn) | 16% | 0% | 1% | -1% | 1% | 4% | 1% | 1% | -3% | 5% | 16
Clc1ccc(CN2CCN(c3ncccn3)CC2)cc1 | 11% | -1% | -2% | -4% | -3% | -6% | 2% | ? | -3% | 3% | 16
O=C1C2CCCN2C(=O)N1CCCN1CCN(c2ccc([N+](=O)[O-])cc2)CC1 (stereo not drawn) | 19% | -8% | -3% | -19% | -2% | -9% | 3% | -10% | 20% | -7% | 5
C=CCn1c(SCc2cccc3ccccc23)nnc1-c1cccnc1 | 40% | 1% | -4% | -25% | 1% | -4% | -5% | -21% | -22% | 1% | -8
N#C/C=C/N1CCC(Cc2ccccc2)CC1 | -9% | 3% | 2% | -1% | -3% | -5% | . | -25% | -13% | -5% | -2
O=C(c1ccc([N+](=O)[O-])cc1)N1CCN(c2cccc3[nH]ccc23)CC1 | 43% | 1% | -1% | -4% | 1% | -3% | -1% | . | -1% | 0% | -4
NC(=O)C1CCN(c2oc(/C=C/c3ccc(F)cc3)nc2S(=O)(=O)c2ccccc2)CC1 | 8% | -1% | -10% | -7% | -1% | 5%[9.26 µM] | . | ? | 0% | -11% | -3
CCCCc1nnc(NC(=O)c2ccc3c(=O)n4c(nc3c2)CCC4)s1 | . | -1% | -2% | -1% | 2% | 1% | . | . | 20% | . | 7
COc1cc(/C=N/NC(=O)c2ccoc2C)ccc1O | ? | 13µM* | 9% | ? | 16% | 12% | -16% | -1% | ? | 2% | 20
CCOC(=O)c1c(NC(=O)COC)sc(C)c1C | 4% | 0% | -3% | -16% | 0% | 1% | -3% | 3% | -3% | 1% | -1
Cc1ccccc1NC(=O)C(=O)NCC1CCCN1S(=O)(=O)c1cccs1 (stereo not drawn) | . | -11% | 1% | 12% | 0% | 0% | . | . | -8% | . | 5
COc1ccc(Cc2nnc(N/N=C(\C)c3ccccc3)[nH]c2=O)cc1OC | -5% | -17% | -1% | -24% | -1% | 1% | -8% | . | -3% | -6% | 0
CCOC(=O)C1CCCN(C2=NC(=O)/C(=C/c3ccc(O)c(OCC)c3)S2)C1 (stereo not drawn) | 2% | -2% | 1% | -28% | -9% | 6% | . | ? | -5% | 6% | 2
CCOC(=O)c1c(C)[nH]c(C(=O)COC(=O)/C=C/c2ccc(OCC#N)c(OC)c2)c1C | -4% | 1% | 0% | -14% | ? | 0% | -15% | 3% | -3% | 1% | 6
CC12CN3CC(C)(CN(C1)C3c1ccc(Cl)cc1Cl)C2=O (stereo not drawn) | -13% | 2% | -4% | 9% | 10% | -6% | 2% | -2% | 0% | 5% | -1
Cc1ccc(S(=O)(=O)N2CCOCC2)cc1NC(=O)COC(=O)c1ccc2c(c1)OCO2 | -2% | -2% | -5% | -32% | 15% | 0% | 0% | 15% | -5% | 1% | -13
O=C1CC2(CCN(C(=O)c3c(F)cccc3F)CC2)Oc2ccccc21 | . | 1% | 0% | -23% | -5% | 0% | . | . | -6% | . | 0
CC(=O)Nc1ccc(S(=O)(=O)Nc2nccc(/C=C/c3ccccc3F)n2)cc1 | -5% | -16% | -6% | -51% | -6% | 3% | -5% | 23% | 4% | -4% | -13
O=C(COC(=O)C1(c2ccccc2F)CCCC1)NCc1cccs1 | 39% | -1% | -2% | -32% | -3% | -10% | 0% | -12% | -1% | 5% | 8
NC(=O)C1CCN(c2nc(-c3cc4ccccc4o3)cs2)CC1 | . | 11µM* | ? | 11µM* | ? | 4% | . | . | -2% | . | 1
CCOc1ccc(N=C(NC#N)SC)cc1 | 19% | 1% | -3% | -5% | -4% | 6% | -8% | 14% | -6% | 1% | -15
O=C(CCCCCCCC(=O)c1ccccc1)c1ccccc1 | 9% | -18% | 10% | 24% | -7% | 0% | -7% | 1% | 1% | 8% | -6
COc1ccc(C)cc1NC(=O)c1ccoc1C | 11% | -1% | 0% | -12% | 1% | 2% | -5% | 8% | -1% | 0% | -12
Cc1c(NC(=O)CN2C(=O)NC(C)(c3ccc(OC(F)F)cc3)C2=O)c(=O)n(-c2ccccc2)n1C (stereo not drawn) | . | 4% | -3% | 14% | 1% | 4% | . | . | 2% | . | 0
O=C(Nc1ccccc1F)NC1CC1 | 40% | -2% | -3% | 19% | 23% | 7% | 4% | -2% | 3% | ? | 5
O=C(COC(=O)c1ccc[nH]c1=O)NCCc1ccc(F)cc1 | -2% | -1% | 0% | 1% | -1% | 0% | 21% | -6% | 0% | -4% | -17
O=C(/C=C/c1c(Cl)cccc1Cl)NCc1ccco1 | 20% | 0% | -3% | 47% | ? | 8% | 0% | 0% | -2% | -6% | -26
O=C(N/N=C/c1ccncc1)c1cccs1 | -2% | ? | 19% | 13µM* | 10% | ? | . | -15% | -6% | ? | -25
O=C(CCNS(=O)(=O)c1ccc(Br)s1)NCc1ccc(F)cc1 | -3% | 3% | 3% | -11% | 0% | 1% | 5% | 7% | 2% | -9% | 3

Assay outcomes (PubChem BioAssay)
